Vif-APOBEC3F blk = inhibitors of Vif-A3F interaction. HeLa A3F-eYFP + Vif (tagged APOBEC3F with the HIV-1 protein that degrades it), YFP fluorescence increase. Potency, µM (series often up to 46.1 µM), inactives show at the top dose activity, negative = active. 0.2% of 390,000 active; further: % of control where 0% means no effect; nearly all actives have a fitted effect of over 65% in size
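HeLa cells stably expressing A3F-eYFP plus Vif, plated and incubated overnight at 37 deg C, then exposed to compounds overnight at 37 deg C. Blocked degradation read as raised yellow fluorescence (Ex 488/Em 500-530).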
RXFP1 agonist = RXFP1 (human) receptor agonism; 0.3% of 370,000 active; Q9HBX9; HEK293T-RXFP1 cAMP TR-FRET, 30 min; response scale: percent of porcine relaxin response, buffer zero; AID 2676; Potency, µM (doses to about 57.5 µM), for inactives: top-dose activation, actives largely listed as activators; further: on the % scale 0 is the no-effect control and ±100 the full control effect; nearly all actives have a fitted effect of over 60% in size; many of its hits are not listed in these tables
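Agonist response is measured as cAMP accumulation in an RXFP1-transfected HEK293T line under PDE4 inhibition. Values are scaled between buffer-only and 29 nM porcine relaxin, and EC50s come from standard Hill equation fits.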
12-LOX inh = blocks human arachidonate 12S-lipoxygenase. purified 12hLO, xylenol orange hydroperoxide absorbance. Potency, µM (highest dose often 108 µM), for inactives: at the top dose activity change, negative = inhibition, actives largely listed as inhibitors. AID 1671190. 1.1% of 580,000 active; further: on the % scale 0 is the no-effect control and ±100 the full control effect
Target sequence (P18054 whole entry, looked up): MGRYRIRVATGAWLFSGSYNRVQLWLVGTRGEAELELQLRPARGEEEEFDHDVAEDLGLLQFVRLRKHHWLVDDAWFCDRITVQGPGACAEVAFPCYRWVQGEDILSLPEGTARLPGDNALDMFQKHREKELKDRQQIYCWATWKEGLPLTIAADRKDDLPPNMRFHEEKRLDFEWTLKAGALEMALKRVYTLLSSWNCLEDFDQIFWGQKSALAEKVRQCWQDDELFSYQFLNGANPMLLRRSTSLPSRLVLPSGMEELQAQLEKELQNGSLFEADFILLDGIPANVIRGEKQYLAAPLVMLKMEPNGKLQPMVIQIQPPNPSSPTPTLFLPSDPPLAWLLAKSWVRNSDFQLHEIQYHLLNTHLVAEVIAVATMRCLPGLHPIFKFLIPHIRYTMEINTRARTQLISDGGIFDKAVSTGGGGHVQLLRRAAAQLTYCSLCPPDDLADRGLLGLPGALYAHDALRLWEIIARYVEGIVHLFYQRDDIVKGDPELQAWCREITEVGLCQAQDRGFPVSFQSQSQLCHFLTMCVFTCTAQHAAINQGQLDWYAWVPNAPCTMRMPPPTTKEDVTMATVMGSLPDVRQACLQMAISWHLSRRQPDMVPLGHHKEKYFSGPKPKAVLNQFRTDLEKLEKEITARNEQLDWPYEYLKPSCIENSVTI
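Purified human 12hLO at 150 nM in 25 mM Hepes, 0.01% Triton X-100, pH 7.0, preincubated 15 min at room temperature with compound. Reaction started with 40 uM arachidonic acid, 30 min at room temperature. Hydroperoxide measured by Fe-xylenol orange, 573/405 nm absorbance ratio.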
mIDH1 inhibitor = inhibitors of human mutant IDH1 R132H | O75874 | IDH1-R132H enzyme, NADPH consumption, diaphorase/resazurin fluorescence | Potency, µM (top dose mostly 76.6 µM), without a hit: at the top dose activity change, negative = inhibition, usual class: inhibitors | 0.093% of 390,000 active; further: on the % scale 0 is the no-effect control and ±100 the full control effect; nearly all actives have a fitted effect of over 65% in size
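IDH1-R132H (0.5 ug/mL dispensed) in pH 7.5 Tris buffer was preincubated 30 min with compound, then given a substrate mix of 0.016 mM NADPH and 2 mM alpha-KG for 80 min at room temperature; remaining NADPH was read by diaphorase/resazurin fluorescence.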
TrxR1 inh = blocks rat thioredoxin reductase 1. O89049. recombinant rTrxR1, NADPH fluorescence consumption, selenite substrate. Potency, µM (highest dose often 114 µM), without a hit: at the highest dose activity change, negative = inhibition, hits mostly inhibitors. 1% of 390,000 active; further: on the % scale 0 is the no-effect control and ±100 the full control effect; nearly all actives have a fitted effect of over 65% in size
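Rat TrxR1 (90 nM in the dispensed reagent) was pre-reduced with 400 uM NADPH for 5 min at room temperature, then incubated with compound for 15 min. After 400 uM selenite was added, NADPH fluorescence (Ex 340/Em 450 nm) was followed for 8 min.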
TrxR1 substrate = rat thioredoxin reductase 1 substrate activity; AID 588456; 0.01% of 390,000 active; Potency, µM (series often up to 114 µM), inactives show at the top dose activity change, negative = substrate turnover; O89049; purified TrxR1 substrate turnover, NADPH consumption readout; further: on the % scale 0 is the no-effect control and ±100 the full control effect; nearly all actives have a fitted effect of over 50% in size
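Rat TrxR1, dispensed at 90 nM, was prereduced with 400 uM NADPH (final) for 5 min at ~22 deg C, then incubated with compound 15 min before 400 uM selenite. A first-read NADPH fluorescence drop versus no-compound background flagged substrates.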
USP1-UAF1 inh = USP1/UAF1 (human) deubiquitinase inhibition. recombinant USP1/UAF1, Ub-Rhodamine cleavage fluorescence. Potency, µM (doses to about 57.1 µM), for inactives: top-dose activity change, negative = inhibition, actives largely listed as inhibitors. 0.23% of 390,000 active; further: on the % scale 0 is the no-effect control and ±100 the full control effect; nearly all actives have a fitted effect of over 60% in size; inactives centre near -12
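Step one: compound is pinned into 1nM USP1/UAF1 in HEPES pH 7.8 buffer with TCEP. Step two: 15 min room-temperature incubation. Step three: Ub-Rho (150nM final) starts cleavage, tracked by fluorescence over six one-minute reads.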
RGS4 inh = inhibitors of human regulator of G protein signaling 4; P49798; Transcreener GDP fluorescence polarization, RGS4-accelerated GTP hydrolysis; Potency, µM (doses to about 114 µM), inactives show top-dose activity change, negative = inhibition, most hits filed as inhibitors; 0.039% of 390,000 active; further: on the % scale 0 is the no-effect control and ±100 the full control effect; nearly all actives have a fitted effect of over 75% in size; some results filed as inactive show a strong effect at the top dose
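MLSMR compounds (23 nl, pin-transferred) preincubated 10 min at room temperature with a 500nM (2x) first reagent, then RGS4 at 900nM (2x) plus Transcreener GDP mix added; fluorescence polarization (620/688 nm) read before and after 90 min at 30 °C.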
Vif-A3G inh = inhibitors of Vif-APOBEC3G interaction; HeLa A3G-eYFP + Vif (tagged APOBEC3G with the HIV-1 protein that degrades it), YFP fluorescence, overnight; Potency, µM (highest dose often 46.1 µM), inactives show top-dose activity, negative = active, most hits filed as inhibitors; 0.076% of 410,000 active; AID 602310;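 further: on the % scale 0 is the no-effect control and ±100 the full control effect; nearly all actives have a fitted effect of over 60% in size; hits raise eYFP signal because A3G escapes Vif-driven loss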
Target sequence (Q9HC16 whole entry, looked up): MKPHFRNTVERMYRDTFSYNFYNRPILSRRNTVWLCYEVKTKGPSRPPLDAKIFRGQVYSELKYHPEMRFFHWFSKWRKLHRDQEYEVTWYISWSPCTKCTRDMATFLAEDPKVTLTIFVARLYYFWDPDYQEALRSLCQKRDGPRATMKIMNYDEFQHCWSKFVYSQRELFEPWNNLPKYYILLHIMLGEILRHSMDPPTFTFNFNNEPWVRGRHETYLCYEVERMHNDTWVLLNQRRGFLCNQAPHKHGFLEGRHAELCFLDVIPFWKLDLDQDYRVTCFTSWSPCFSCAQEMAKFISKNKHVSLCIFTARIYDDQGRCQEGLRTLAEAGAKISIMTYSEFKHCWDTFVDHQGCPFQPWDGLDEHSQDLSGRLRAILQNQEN
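Read-out is eYFP fluorescence (Ex 488/Em 500-530) from Vif-expressing HeLa A3G-eYFP cells; more signal means A3G escaped Vif-mediated degradation. Cells plated overnight, compound pinned in, incubated overnight at 37 deg C.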
Starred values were filed as active, the others as inactive; ? = inconclusive; nt = not tested or not shown; & = joins results of further samples; [ ] = dose if it differs, or a comment. The call rests on the fitted dose curve; in most records, active means well fitted curve in the direction sought with a large enough effect; inconclusive means small, poorly fitted or top-dose-only effect, or another doubt; inactive means no such curve, though single readings can be large; an effect the other way counts as inactive or inconclusive. Potency means the concentration at half of the fitted maximal effect. Only part of the results is shown; the hit share may differ from the screen's.

cpd	SMILES	Vif-APOBEC3F blk	RXFP1 agonist	12-LOX inh	mIDH1 inhibitor	TrxR1 inh	TrxR1 substrate	USP1-UAF1 inh	RGS4 inh	Vif-A3G inh
1	CCC(C)[C@H](N)c1nnc(SCC(=O)Nc2cccc(Cl)c2)o1 (stereo not given in full)	-8.5%	-0.1%	-3.4%	-4.5%	20.2%	-7.9%	-10.7%	11.1%	1.4%
2	CCCCn1c(N)c(N(CCOC)C(=O)CCC2CCCCC2)c(=O)[nH]c1=O	-0.1%	0.8%	-3.8%	5.6%	19.0%	2.9%	-8.4%	20.4%	1.6%
3	CC(OC(=O)c1cccc(S(=O)(=O)N2CCCCC2)c1)C(=O)NC1CCCCC1C (stereo not given)	-7.9%	0.6%	?	4.0%	-5.5%	-4.6%	-15.8%	-4.3%	-1.9%
4	CCC(c1nc2ccccc2c(=O)n1CCCn1ccnc1)N1C(=O)c2ccccc2C1=O (stereo not given)	-11.7%	-0.7%	4.1%	10.9%	23.8%	12.7%	-11.8%	11.2%	-0.8%
5	O=C(O)CC/C(=N/NC(=O)c1cn(-c2ccccc2)nc1-c1ccccc1)C(=O)O	?	0.2%	0.1%	7.6%	5.0%	1.6%	-20.6%	-46.6%	-20.3%
6	C/C(=N\NC(=O)c1ccc(F)cc1)c1ccc(NC(=O)Cc2ccccc2)cc1	5.1%	1.0%	13.8%	2.3%	23.3%	12.0%	-17.3%	-7.0%	-4.7%
7	COc1ccc(Nc2nc(N)nc(CSC(=S)N3CCC(C)CC3)n2)cc1	-5.2%	0.2%	-15.5%	3.3%	12.6%[57.1 µM]	-10.2%	-0.1%	10.0%	0.6%
8	Cc1ccc(Cn2c(=N)c(C(=O)NCC3CCCO3)cc3c(=O)n4ccccc4nc32)cc1 (stereo not given)	-8.4%	9.7%	-29.8%	2.1%	30.9%	313.9%[activator]	-13.3%	2.4%	-0.8%
9	CCN(Cc1ccncc1)C(=O)Cc1cccs1	-0.3%	1.7%	9.0%	2.0%	-10.8%	-7.5%	-1.5%	-18.8%	0.5%
10	C(=N\NC1=Nc2cccc3cccc1c23)/c1cccnc1	-27.5%	0.7%	-15.2%	26.8%	12.3%[57.1 µM]	-2.8%[57.1 µM]	-12.0%	-17.2%	?
11	O=C1c2ccccc2CN1CCSC(=S)N1CCOCC1	3.4%	-0.2%	-4.9%	-3.6%	-17.9%	-4.6%	-19.5%	-14.7%	-1.2%
12	Cc1ccc2cc(C)c3nnc(SCC(=O)NCc4ccco4)n3c2c1	-0.4%	-0.6%	16.1%	0.6%	-27.8%	12.4%[57.1 µM]	-0.9%	-49.0%	-0.7%
13	COc1ccc(OC)c(C=NN=Cc2cc(OC)ccc2OC)c1	-1.3%	nt	1.1%	-2.6%	nt	nt	-4.6%	nt	2.1%
14	CCOC(=O)c1nnn(-c2nonc2N)c1CSc1nnc(N)s1	7.5%	-1.0%	-4.6%	4.7%	10.5%[57.1 µM]	3.2%[57.1 µM]	-20.8%	6.2%	0.1%
15	COc1ccc(NC(=O)CSC2=Nc3ccccc3C3=NC(CCC(=O)NCc4ccco4)C(=O)N23)cc1 (stereo not given)	-3.7%	6.8%	5.3%	17.4%	15.0%[57.1 µM]	3.4%[57.1 µM]	-15.3%	-21.9%	-6.2%
16	Clc1ccccc1C(c1nnnn1Cc1ccco1)N1CCN(Cc2ccco2)CC1 (stereo not given)	-13.4%	-0.2%	44.7µM*	0.0%	?	4.4%	-16.3%	-36.2%	-3.0%
17	COc1ccc(-n2nc(C(=O)N3CCCCC3)c3c4ccccc4n(C)c3c2=O)cc1Cl	2.6%	5.9%	-8.2%	0.0%	16.0%	6.2%	-3.5%	-8.1%	3.7%
18	Cc1nn2c(c1-c1ccccc1)NC1=C(C(=O)CCC1)C2c1ccccc1 (stereo not given)	-3.0%	7.7%	?	0.9%	-5.7%	185.0%[activator]	-9.9%	-1.5%	-4.2%
19	COc1ccc(OCc2nnc(SCC(=O)Nc3cccc(C(C)=O)c3)o2)cc1	5.7%	-0.5%	410.6%[activator]	7.9%	18.8%	0.9%	-21.9%	8.2%	-1.3%
20	CC(NC(=O)Oc1cccc2ccccc12)c1ccccc1 (stereo not given)	5.5%	nt	-25.1%	9.6%	22.3%	14.2%	-14.3%	-16.0%	-4.4%
21	Cn1cc(CN2CCN(c3ncccn3)CC2)c(-c2cccc(Cl)c2)n1	-4.8%	0.1%	1.3%	2.1%	0.9%[57.1 µM]	-10.7%	?	11.1%	-0.1%
22	C=CCOc1ccc(/C=C2\SC(=S)N(N3CCOCC3)C2=O)cc1	2.9%	10.6%	0.0%	1.1%	34.2%[57.1 µM]	8.0%[57.1 µM]	-3.0%	-2.7%	0.0%
23	COc1ccc(C(=O)c2c3ccccc3[n+]([O-])n2CCCN)cc1	7.4%&-0.1%	-3.6%	?	-4.3%&-8.7%	-30.2%	-2.9%	-31.7%&-29.1%	-7.1%&-8.4%	-0.3%&0.9%
24	O=C(COC(=O)Cc1ccc(Br)cc1)NC1CCCCC1	-1.0%	2.5%	20.4%	-6.4%	5.5%	3.2%	-11.3%	8.1%	10.5%
25	Cc1ccccc1OCC(=O)N/N=C/c1cccn1C	-10.4%	-0.7%	15.2%	0.0%	19.6%[57.1 µM]	20.1%[57.1 µM]	5.5%	-5.2%[11.4 µM]	-0.2%
26	CCOC(=O)C1=C(C)Nc2ncnn2C1c1cc(Br)ccc1F (stereo not given)	-4.7%	-0.6%	57.5%[activator]	4.4%	-13.1%	-8.7%	-1.8%	17.6%	-18.4%
27	O=[N+]([O-])c1cc(S(=O)(=O)N2CCCC2)ccc1N/N=C/c1ccccn1	-3.1%	3.1%	-10.9%	9.4%	-13.3%	-13.7%	-17.5%	-9.2%	1.4%
28	Cc1[nH]c2ccccc2c1SCc1n[nH]c(=S)n1C	-0.1%	0.0%	?	0.9%	10.4%	-1.0%	-0.8%	3.3%	2.7%
29	Cc1ccc(NS(=O)(=O)c2cc(Br)cnc2N)c(Cl)c1	0.1%	1.9%	?	2.0%	4.8%	-3.1%	-22.2%	1.2%	1.9%
30	NS(=O)(=O)c1cc(C(=O)OCC(=O)NC2CCCCCCC2)ccc1Cl	-3.4%	-0.9%	-3.0%	3.7%	11.0%	2.0%	-14.0%	15.8%	-3.4%

Filtered by structure: the compounds so far with a furan ring, fused or not (3)
cpd	SMILES	Vif-APOBEC3F blk	RXFP1 agonist	12-LOX inh	mIDH1 inhibitor	TrxR1 inh	TrxR1 substrate	USP1-UAF1 inh	RGS4 inh	Vif-A3G inh
12	Cc1ccc2cc(C)c3nnc(SCC(=O)NCc4ccco4)n3c2c1	-0.4%	-0.6%	16.1%	0.6%	-27.8%	12.4%[57.1 µM]	-0.9%	-49.0%	-0.7%
15	COc1ccc(NC(=O)CSC2=Nc3ccccc3C3=NC(CCC(=O)NCc4ccco4)C(=O)N23)cc1 (stereo not given)	-3.7%	6.8%	5.3%	17.4%	15.0%[57.1 µM]	3.4%[57.1 µM]	-15.3%	-21.9%	-6.2%
16	Clc1ccccc1C(c1nnnn1Cc1ccco1)N1CCN(Cc2ccco2)CC1 (stereo not given)	-13.4%	-0.2%	44.7µM*	0.0%	?	4.4%	-16.3%	-36.2%	-3.0%

Next compounds.
cpd	SMILES	Vif-APOBEC3F blk	RXFP1 agonist	12-LOX inh	mIDH1 inhibitor	TrxR1 inh	TrxR1 substrate	USP1-UAF1 inh	RGS4 inh	Vif-A3G inh
31	Cc1cccc(C(=O)Nc2ccc(-c3nc4ncccc4o3)cc2C)c1	5.9%	4.8%	-17.8%	-8.8%	11.9%[57.1 µM]	-1.6%[57.1 µM]	10.6%	-5.3%	-8.2%
32	Cc1ccc(C)c(N2N=C(C(=O)O)CCC2=O)c1	3.9%	1.2%	-12.8%	0.4%	8.2%	0.5%	-8.5%	2.0%	-1.7%
33	CCOC(=O)C1CCCN(c2nc3c(S(=O)(=O)c4ccc(C)c(C)c4)nnn3c3ccc(Cl)cc23)C1 (stereo not given)	1.9%	6.8%	-15.2%	9.6%	178.6%[activator]	168.2%[activator]	-23.4%	15.4%	3.3%
34	CC1CCN(S(=O)(=O)c2cc(C(=O)N3CCN(c4ccccc4F)CC3)n(C)c2)CC1	1.1%	2.3%	-18.5%	6.0%	6.5%[57.1 µM]	0.4%[57.1 µM]	-18.9%	-9.4%	-0.4%
35	CCn1cc(S(=O)(=O)NCCc2ccc(OC)c(OC)c2)cn1	1.3%	0.5%	11.0%	7.2%	-31.7%	-7.6%	-9.7%	-1.1%	-1.6%
36	CN(CC(=O)Nc1ccccc1Br)C(=O)CN1CCN(Cc2ccc(Cl)cc2)CC1	-1.6%	-0.1%	197.1%[activator]	-6.6%	13.8%	4.8%	-16.8%	12.8%	1.0%
